# Screening data: PubChem BioAssay, several laboratories
# NS5 inhibitors: Dengue-2 NS5 methyltransferase inhibitors, primary screen, biochemical, confirmation dose response (AID 588689); Genome polyprotein (Dengue virus type 2 (strain 16681-PDK53)); Dengue-2 NS5 methyltransferase capping enzyme assay, biochemical; higher % means a stronger effect; one-dose inhibition, % at 25 µM; IC50 in µM for titrated hits; actives 0.3% (n = 340,000); in the data active means a potency from the dose series
# NTR1 agonist: agonists of NTR1, primary screen, imaging, U2OS cells, beta-arrestin-GFP, high content (AID 493036) | Neurotensin receptor type 1 (Homo sapiens), P30989 | NTR1-U2OS beta-arrestin-GFP spot imaging, agonist mode | activation, % at 20 µM | actives 0.17% (n = 330,000);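 active means activation at or above 40% of the spot to cytoplasm intensity ratio, with at least 20 cells analyzed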;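 further: 0% = DMSO without peptide and 100% = 100 nM NTR1 peptide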
# Target sequence (P30989 whole entry, looked up): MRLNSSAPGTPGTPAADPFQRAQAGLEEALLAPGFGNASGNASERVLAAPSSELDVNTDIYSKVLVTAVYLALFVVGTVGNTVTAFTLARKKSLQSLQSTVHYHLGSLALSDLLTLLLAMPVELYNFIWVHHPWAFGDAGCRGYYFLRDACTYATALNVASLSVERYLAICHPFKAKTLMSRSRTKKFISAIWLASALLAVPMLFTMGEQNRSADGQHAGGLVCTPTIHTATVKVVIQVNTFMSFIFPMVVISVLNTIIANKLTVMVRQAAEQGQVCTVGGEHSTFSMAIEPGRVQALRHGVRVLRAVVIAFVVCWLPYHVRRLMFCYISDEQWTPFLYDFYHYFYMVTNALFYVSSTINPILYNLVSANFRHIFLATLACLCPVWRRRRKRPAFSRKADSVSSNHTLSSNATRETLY
# Rac1 GTP hydrolysis: MgcRacGAP GTPase-activating activity inhibitors, confirmation, biochemical, ADP Hunter fluorescence. Rac GTPase-activating protein 1 (Homo sapiens). inhibition, % at 30 µM, or IC50 in µM where a hit was titrated. actives 0.6% (n = 340,000). AID 624330, 2012. MgcRacGAP-stimulated Rac1 GTP hydrolysis, ADP Hunter fluorescence; higher % means a stronger effect; GST-tagged Rac1 F28L mutant substrate;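 active means first-screen hits whose inhibition reached a set limit at any dose in the follow-up dose series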;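 further: fluorescence reports GDP produced by GAP-driven GTP hydrolysis; strong numbers were not always called active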
# NTR1 agonist cell count 20 µM: also measured in NTR1 agonist; calls as there; cell count; measured here: cell count, cytotoxicity flag
# NS5 inhibitors pilot replicate: second read-out of NS5 inhibitors, no call of its own (marks repeat the call); inhibition, %; measured here: pilot screen replicate inhibition
# * = called active by the depositor. An excerpt (hit frequency here may not be typical).
SMILES,NS5 inhibitors,NTR1 agonist,NTR1 agonist cell count 20 µM,Rac1 GTP hydrolysis,others
CCc1ccccc1NC(=O)CNC(=O)CCNC(=O)Nc1ccccc1,-6%,1.1,70,4%,
Cc1csc2nc(COC(=O)c3cccc(N(C)C)c3)cc(=O)n12,-1%,2.7,63,11%,
CCc1ccc([C@@H]2CC=C(C(=O)O)[C@H](c3ccc(Br)cc3)N2S(=O)(=O)c2ccc(C)cc2)cc1,26%,9.9,46,7%,NS5 inhibitors pilot replicate=11
Nc1ccn(CC(=O)NCc2ccccn2)c(=O)n1,0%,-1.3,59,0%,
COc1ccc(CN(C)C(=O)Cc2ccc(S(=O)(=O)N3CCOCC3)s2)cc1OC,-10%,3.8,53,2%,
O=C(COC(=O)Cn1cnc2ccccc21)Nc1ccc(OC(F)F)cc1,-12%,0.1,57,2%,
O=C(COc1ccc(Cl)cc1Cl)N1CCNC1=O,-2%,0.5,53,1%,
CCOc1ccc2nc(SCC(=O)NCC3CCCO3)sc2c1 (stereo not drawn),3%,3.0,62,4%,
CCN(CC(=O)Nc1ccc(NC(C)=O)cc1)C(=O)c1ccccc1SCC(=O)N1CCCC1,8%,0.0,96,1%,
COC/C=C/C1=CC(=O)C[C@H](c2ccc3c(c2)OCO3)C1,-3%,-1.3,69,7%,
Cc1ccc(-n2nnnc2SCC(=O)c2c(N)n(C3CC3)c(=O)[nH]c2=O)cc1,2%,2.5,70,6%,
Cc1nnc(SCC(=O)N2CCN(C(=O)c3ccco3)CC2)n1C,1%,1.8,39,3%,
CCN(CC)C(=O)c1[nH]cnc1C(=O)N[C@@H](C)c1ccccc1,9%,2.9,57,4%,
O=S(=O)(NCc1ccc(F)cc1)c1ccccc1Br,-1%,-0.2,47,10%,
O=C(NCCCN1CCCC1=O)c1cccc(S(=O)(=O)Nc2ccc(F)cc2)c1,0%,-2.9,59,8%,
Cc1ccc(S(=O)(=O)N2CCOCC2)cc1NC(=O)COC(=O)c1cnccn1,-1%,-0.4,51,6%,
Cc1cccc(NC(=O)CNC(=O)CSc2ncccn2)c1C,-1%,1.1,59,-3%,
C[C@@H]1CN([C@H](C)CO)C(=O)Cc2cc(NC(=O)CCC(F)(F)F)ccc2O[C@@H]1CN(C)C(=O)Nc1ccccc1,-8%,-1.4,66,7%,
Cc1nn(-c2ccc(C(=O)N3CCN(S(=O)(=O)c4ccccc4C(F)(F)F)CC3)cc2)c(C)c1Cl,-2%,3.4,81,2%,
O=C(OCc1c(-c2ccccc2)ncc2ccccc12)c1ccc(C(F)(F)F)cc1,-4%,8.5,47,12%,
CC(C)(C)OC(=O)[C@H](CCCCN)NC(=O)c1[nH]cnc1C(=O)N[C@@H](Cc1ccccc1)C(=O)OCc1ccccc1,6%,25,61,9%,
CN1CCN(C(=O)c2ccc3c(=O)n(CCc4ccccc4)c(=S)[nH]c3c2)CC1,-11%,1.4,68,4%,
O=C(NCC1CCCO1)c1ccccc1NS(=O)(=O)c1cccc([N+](=O)[O-])c1 (stereo not drawn),-15%,2.0,64,4%,
COc1ccc(S(=O)(=O)Nc2cccc3c2O[C@H](CN(C)S(=O)(=O)c2cccs2)[C@@H](C)CN([C@H](C)CO)C3=O)cc1,3%,0.0,58,4%,
Cn1cccc1C(=O)OCc1cc(-c2ccco2)on1,-8%,-2.1,57,4%,
O=C(C[C@@H]1C/C=C/CCCC(=O)O[C@H](c2ccccc2)CNC1=O)N[C@H](CO)Cc1ccccc1,-8%,0.5,55,9%,
Cc1cc(OCC(=O)OCC(=O)c2c(N)n(C)c(=O)n(C)c2=O)ccc1Cl,-2%,-0.6,44,6%,
CCCC(NCC(=O)Nc1cc(S(=O)(=O)N2CCOCC2)ccc1OC)c1ccccc1 (stereo not drawn),-5%,3.2,68,1%,
O=C(COC(=O)c1cccc(F)c1)NC(=O)NCc1ccccc1,-1%,-0.6,67,2%,
O=C(CCNC(=O)c1ccccc1)NNC(=O)c1ccc(F)cc1,1%,-0.5,63,0%,
CCN(CC)C(=O)[C@H]1CC(CC(=O)NC(C)(C)C)C(=O)N2CCc3c([nH]c4ccccc34)[C@]12C (stereo partly drawn),-10%,2.3,54,6%,NS5 inhibitors pilot replicate=-2.5
CN(CC(=O)Nc1ccc(F)cc1)C(=O)CN1C(=O)c2ccccc2C1=O,-4%,1.2,52,0%,
Cc1cc(NC(=O)CN2C(=O)NC(C)(c3ccc(Cl)cc3Cl)C2=O)no1 (stereo not drawn),4%,0.5,71,2%,
Cc1ccc(S(=O)(=O)NCCC(=O)N2CCC(C)CC2)cc1,-2%,1.5,57,0%,
N#Cc1cccc(C(=O)Nc2cc(S(=O)(=O)N3CCOCC3)ccc2N2CCCC2)c1,4%,-0.7,56,-2%,
CCOc1ccc(C(=O)NNC(=O)CN2C(=O)C3CC=CCC3C2=O)cc1OC (stereo not drawn),-2%,0.8,59,3%,
CSc1ncccc1C(=O)Nc1cccc(S(=O)(=O)N2CCCCC2)c1,-6%,-2.2,49,0%,
O=C(CNC(=O)c1n[nH]c2ccccc12)Nc1ccc(F)c(F)c1F,-9%,-1.3,52,5%,
CSc1ccccc1NC(=O)COC(=O)Cn1cc(C(F)(F)F)ccc1=O,-9%,1.8,64,1%,
CC(C)n1cnnc1SCC(=O)NCC(=O)Nc1ccc(F)cc1,-2%,-0.6,118,2%,
C=CC[C@@H](CC(=O)NCCO)C(=O)N[C@H](COC(=O)[C@H](CC=C)CC(=O)OC(C)(C)C)Cc1c[nH]c2ccccc12,5%,2.7,66,-9%,NS5 inhibitors pilot replicate=0.6
CN(C)Cc1ccc(CNC(=O)c2ccc(Cl)c(S(=O)(=O)NC3CC3)c2)cc1,3%,-1.3,79,5%,
Brc1ccc(-c2ccccc2)cc1,8%,-2.5,50,1%,
COC(=O)C1=C(C)N(Cc2ccccc2)C(=NCc2ccccc2)N[C@H]1c1ccccc1,0%,15,49,7%,
O=C(OCCCc1cc2ccccc2c(=O)o1)N1CCOCC1,-7%,-1.0,47,-3%,
C#CCOCCOCCOCCNc1nc(N2CCN(C(=O)[C@H](CCCN=C(N)N)n3cc(C(N)[C@@H](C)CC)nn3)CC2)nc(N2CCN(C(=O)[C@H](CC(N)=O)n3cc([C@@H](N)CC(N)=O)nn3)CC2)n1 (stereo partly drawn),-6%,0.4,70,18%,
O=C(COC(=O)c1ccco1)NC1CCCc2ccccc21 (stereo not drawn),4%,2.7,62,4%,
COC(=O)c1sc(S(=O)(=O)N2CCN(c3ccccc3F)CC2)c(C(=O)OC)c1C,-9%,-1.0,61,7%,
O=C(COC(=O)COc1ccc(Cl)cc1)NCc1ccc2c(c1)OCO2,4%,0.7,70,3%,
CN(C(=O)CSc1nnc(-c2cccs2)n1C1CC1)C1CCS(=O)(=O)C1 (stereo not drawn),-5%,-0.8,54,3%,
COc1cccc(CNC(=O)COC(=O)CCc2cc(OC)c(OC)c(OC)c2)c1,-2%,4.1,41,3%,
O=C(COC(=O)CNC(=O)c1ccccc1)NCCNC(=O)COC(=O)CNC(=O)c1ccccc1,0%,1.8,78,5%,
COCCCNC(=O)CC1C[C@H](C(=O)N2CCCCC2)[C@@]2(CCc3ccccc3)c3[nH]c4ccc(OC)cc4c3CCN2C1=O (stereo partly drawn),-6%,-0.9,63,3%,NS5 inhibitors pilot replicate=-5.1
COc1ccc(OC)c(CC(=O)Nc2cc(S(=O)(=O)N3CCCCC3)ccc2C)c1,-9%,0.2,66,5%,
CCOc1ncccc1C(=O)OCc1csc(CC(=O)Nc2ccccc2C)n1,-1%,1.2,74,0%,
COc1ccc(S(=O)(=O)N(C)C[C@H]2Oc3c(NS(=O)(=O)c4ccc(F)cc4)cccc3C(=O)N([C@H](C)CO)C[C@@H]2C)cc1,-1%,-0.6,66,5%,
Cc1cccc(NC(=O)c2cc(S(=O)(=O)N3CCCCC3)ccc2Cl)n1,-4%,1.9,52,6%,
O=S(=O)(c1ccc2ccccc2c1)N1CCN(S(=O)(=O)c2c(F)cccc2F)CC1,2%,0.2,70,5%,
COc1ccccc1CCC(=O)OCC(=O)NCc1ccc(OC)c(OC)c1,8%,2.5,50,2%,
N#Cc1ccsc1NC(=O)COC(=O)C1=NNC(=O)CC1,-6%,-0.5,63,2%,

# The list continues.
SMILES,NS5 inhibitors,NTR1 agonist,NTR1 agonist cell count 20 µM,Rac1 GTP hydrolysis,others
COCCN(CC(=O)Nc1cccc(C)c1C)C(=O)Cn1cnc2ccccc2c1=O,-2%,0.2,74,3%,
COc1cc(OC)cc(-c2c(-c3cccs3)c3cc(-c4ccc5[nH]ccc5c4)ccc3n2C)c1,-10%,1.2,66,8%,
O=C(COC(=O)C12CC3CC(CC(Cl)(C3)C1)C2)Nc1ccccc1,0%,7.2,41,3%,
CC1c2cccn2CCN1S(=O)(=O)c1ccccc1 (stereo not drawn),4%,-1.2,71,6%,
CCN(CC(=O)Nc1ccc2c(c1)OCCO2)CC(=O)Nc1ccc(C)c([N+](=O)[O-])c1,2%,1.4,60,1%,
Cc1cccc(NC(=O)CSCC(=O)N(C)Cc2ccc(Cl)c(Cl)c2)c1,-6%,0.7,81,7%,
CC(C)Oc1ccc(C(=O)OCC(=O)NC2CCCCCC2)cc1,1%,2.0,83,-6%,
CC(=O)c1cccc(OCC(=O)NC2CCCCCC2)c1,-7%,-0.4,63,1%,
CC(=O)N1CCC(C(=O)Nc2ccc(S(=O)(=O)N3CCCC(C)C3)cc2)CC1 (stereo not drawn),-1%,0.2,48,2%,
CCCCC1(Br)C(=O)N(c2ccccc2)N(c2ccccc2)C1=O,4%,-1.6,61,-4%,
COc1ccc([C@H]2CC(=O)C=C(c3ccc(Cl)c(C(F)(F)F)c3)C2)cc1OC,-4%,4.0,52,3%,
O=C(Nc1nc(-c2ccc(F)c(F)c2)cs1)C1=COCCO1,-12%,-0.3,46,6%,

# Among those listed so far, 3 contain a furan ring, fused or not.
SMILES,NS5 inhibitors,NTR1 agonist,NTR1 agonist cell count 20 µM,Rac1 GTP hydrolysis,others
Cc1nnc(SCC(=O)N2CCN(C(=O)c3ccco3)CC2)n1C,1%,1.8,39,3%,
Cn1cccc1C(=O)OCc1cc(-c2ccco2)on1,-8%,-2.1,57,4%,
O=C(COC(=O)c1ccco1)NC1CCCc2ccccc21 (stereo not drawn),4%,2.7,62,4%,

# Ordered by length of the SMILES (smallest number first): part of the list above
SMILES,NS5 inhibitors,NTR1 agonist,NTR1 agonist cell count 20 µM,Rac1 GTP hydrolysis,others
CC(C)Oc1ccc(C(=O)OCC(=O)NC2CCCCCC2)cc1,1%,2.0,83,-6%,
Cc1cccc(NC(=O)CSCC(=O)N(C)Cc2ccc(Cl)c(Cl)c2)c1,-6%,0.7,81,7%,
COCCN(CC(=O)Nc1cccc(C)c1C)C(=O)Cn1cnc2ccccc2c1=O,-2%,0.2,74,3%,

# Following part:
SMILES,NS5 inhibitors,NTR1 agonist,NTR1 agonist cell count 20 µM,Rac1 GTP hydrolysis,others
Cc1nn(-c2ccccc2)c(C)c1C(=O)OCC(=O)N(C)c1ccccc1,-4%,3.2,53,0%,
CC(C)=CCC/C(C)=C/COc1c2occc2cc2ccc(=O)oc12,2%,8.2,68,-10%,
CN(C(=O)COC(=O)/C=C/c1ccc2ccccc2n1)c1c(N)n(Cc2ccccc2)c(=O)[nH]c1=O,-5%,4.6,88,5%,
C[C@H](CO)N1C[C@H](C)[C@H](CN(C)C(=O)Nc2ccc(F)cc2)Oc2ccc(NC(=O)NC3CCCCC3)cc2CC1=O,0%,-1.3,53,8%,
Cc1ccc(S(=O)(=O)Nc2ncnc3sccc23)cc1C,-2%,0.3,65,3%,
CCCN1Cc2cc(OC)ccc2-c2ccccc2S1(=O)=O,-3%,1.0,56,-2%,NS5 inhibitors pilot replicate=1.5
CN1CCN(C(=O)CNC(=O)C23CC4CC(CC(C4)C2)C3)CC1,1%,1.1,36,4%,
O=C(Nc1ccc(Cl)cc1)C1CCCCN1S(=O)(=O)c1ccccc1 (stereo not drawn),-1%,-1.7,56,-3%,
CCC(CO)Oc1cc(NCc2ccccc2)c2ncn(C3CCCC3)c2c1 (stereo not drawn),-2%,-0.4,53,14%,
Cc1ccc(NC(=O)CN(C)CC(=O)N(CC(C)C)c2c(N)n(CC(C)C)c(=O)[nH]c2=O)c(C)c1,1%,2.1,89,1%,
COc1ccccc1CNC(=O)CN1C(=O)NC2(CCOc3ccccc32)C1=O (stereo not drawn),5%,-0.2,46,3%,
Nc1ncnc2c1ncn2[C@@H]1O[C@H](CNCc2cccn2-c2nccs2)[C@@H](O)[C@H]1O,-6%,-1.1,58,7%,NS5 inhibitors pilot replicate=0.0

# Structural class, the entries above with bromine
SMILES,NS5 inhibitors,NTR1 agonist,NTR1 agonist cell count 20 µM,Rac1 GTP hydrolysis,others
CCc1ccc([C@@H]2CC=C(C(=O)O)[C@H](c3ccc(Br)cc3)N2S(=O)(=O)c2ccc(C)cc2)cc1,26%,9.9,46,7%,NS5 inhibitors pilot replicate=11
O=S(=O)(NCc1ccc(F)cc1)c1ccccc1Br,-1%,-0.2,47,10%,
Brc1ccc(-c2ccccc2)cc1,8%,-2.5,50,1%,
CCCCC1(Br)C(=O)N(c2ccccc2)N(c2ccccc2)C1=O,4%,-1.6,61,-4%,
